# Keap1-Nrf2 PPI: Keap1-Nrf2 (human) interaction inhibition; Q14145; Keap1 Kelch-Nrf2 peptide fluorescence polarization, 1536-well; inhibition, % at 9.4 µM; hit rate 0.15% among 340,000; in the data active = inhibition above about 12%;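 note: human Keap1 Kelch domain with fluorescein labeled Nrf2 9mer peptide probe; 0% = neutral control wells and 100% = peptide positive control; higher means more block of Keap1 binding to Nrf2 peptide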
# PKA-R2B act: PKA-R2B complex activation. PKA-R2B holoenzyme dissociation, Cy5-IP20 fluorescence polarization; R2B truncated from residue 108, S112A mutant; 0% DMSO only, 100% 113 µM cGMP. activation, % at 11.4 µM. P22694+P31323. hit rate 0.079% among 340,000;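 active = activation above a cutoff set at the mean over all compounds plus 3 SD, cut at about 18% in these data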;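 note: higher means more holoenzyme dissociation and a rise in polarization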
# Target sequence (P31323 whole entry, looked up, other chains not shown, the tested form may be a part): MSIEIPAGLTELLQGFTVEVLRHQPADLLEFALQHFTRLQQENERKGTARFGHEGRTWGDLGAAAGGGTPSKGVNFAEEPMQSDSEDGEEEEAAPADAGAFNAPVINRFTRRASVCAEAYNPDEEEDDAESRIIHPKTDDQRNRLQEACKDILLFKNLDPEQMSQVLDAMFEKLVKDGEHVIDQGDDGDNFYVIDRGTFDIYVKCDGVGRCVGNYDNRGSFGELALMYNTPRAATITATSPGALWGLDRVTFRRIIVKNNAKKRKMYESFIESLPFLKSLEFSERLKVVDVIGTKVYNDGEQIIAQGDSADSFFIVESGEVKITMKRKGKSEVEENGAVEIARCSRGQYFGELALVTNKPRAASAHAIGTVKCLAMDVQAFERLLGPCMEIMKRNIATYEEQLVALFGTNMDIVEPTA
# SR-BI DiI inh: blocks mouse SR-BI lipid uptake from DiI-HDL; ldlA[mSR-BI] CHO cells, DiI-HDL uptake fluorescence, 3 h; inhibition, % at 12.5 µM; hit rate 0.96% among 320,000;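 active = mean replicate inhibition of at least 70% and a set share of replicates each scoring 70 or more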;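 note: 0% = median of neutral control wells and 100% = median of positive control wells; values of inactives mirror those of a sister screen read the other way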
# Target sequence (Q61009 whole entry, looked up): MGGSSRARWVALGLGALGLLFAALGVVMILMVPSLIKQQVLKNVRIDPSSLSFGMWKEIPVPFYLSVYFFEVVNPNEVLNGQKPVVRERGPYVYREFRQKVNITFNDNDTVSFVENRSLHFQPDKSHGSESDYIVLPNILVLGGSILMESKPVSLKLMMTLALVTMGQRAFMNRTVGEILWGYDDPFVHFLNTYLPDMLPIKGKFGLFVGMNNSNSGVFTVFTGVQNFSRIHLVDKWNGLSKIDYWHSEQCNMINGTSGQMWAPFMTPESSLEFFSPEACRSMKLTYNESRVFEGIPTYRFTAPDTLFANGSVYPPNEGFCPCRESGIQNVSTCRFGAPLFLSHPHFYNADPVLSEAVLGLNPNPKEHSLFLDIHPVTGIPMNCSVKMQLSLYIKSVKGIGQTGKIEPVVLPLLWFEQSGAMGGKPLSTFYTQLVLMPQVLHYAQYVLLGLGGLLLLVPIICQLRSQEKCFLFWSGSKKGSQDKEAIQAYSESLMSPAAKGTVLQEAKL
# LANA DNA inh: KSHV C-LANA DNA binding inhibition. MBP-C-LANA/FAM-LBS DNA binding, fluorescence polarization. inhibition, % at 9 µM. hit rate 0.078% among 340,000;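 active = highest replicate inhibition at or above 60% at 9 µM, even if other replicates fall short; inactive = all replicates below 60% inhibition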;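 note: 0% = neutral control wells and 100% = 4 µM acridine orange control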
# Cardiac RTF inh: cardiac RTF calcium desensitization | IANBD-labeled cardiac RTF, Ca2+ fluorescence | inhibition, % at 7.15 µM | P19429+P45379 | AID 493244 | hit rate 0.12% among 340,000;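 active = inhibition above the mean inhibition of all tested compounds plus 3 SD, cut at about 17% in these data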;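 note: assay run at fixed EC70 calcium of 1.6 mM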
# PvdQ inh: blocks Pseudomonas aeruginosa PvdQ acylase activity; purified PvdQ acylase, fluorescence plate reader; inhibition, % at 10 µM; hit rate 0.063% among 340,000; in the data active = inhibition above about 30%, passing the limit was not always enough;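 note: 0% = vehicle neutral wells and 100% = reference inhibitor wells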
# Arr AP2 block: inhibitors of human beta-arrestin and AP2 interaction; FITC-arrestin peptide / GST-AP2 beads, flow cytometry; AP2 beta2 appendage carries R879A mutation; inhibition, % at 10 µM; hit rate 0.31% among 340,000; AID 504490;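 active = inhibition above a set limit, near 3 SD of compounds lacking own fluorescence, cut at about 54% in these data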;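 note: plate controls were DMSO wells for no effect and 5 µM unlabelled arrestin peptide for full effect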
#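 Measured by: flow cytometry, FL1 (488/535 nm); Material: AP2 appendage R879A on GSH beads; Evaluation: percent response; Timing: pre-incubation 12 min, peptide binding 1 h, room temperature; Also added: 50 nM FITC-arrestin peptide; Medium: PBS with 0.05% Tween 20 and 0.1% BSA.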
# NSD2 HMT inh: blocks human histone methyltransferase NSD2; NSD2 peptide methylation, AlphaScreen, 120 min; hit rate 0.54% among 310,000; AID 743445; inhibition, % at 12.5 µM; in the data active = inhibition above about 50%
# DAGLB inh: diacylglycerol lipase beta (human) inhibition; Q8NCG7; HEK293T DAGLB membrane lysate, EnzChek fluorogenic substrate; inhibition, % at 5.17 µM; hit rate 0.059% among 340,000; AID 504411; in the data active = inhibition above about 34%;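 note: 0% = enzyme with vehicle and 100% = wells lacking enzyme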
# SR-BI DiI-HDL act: activators of SR-BI mediated HDL lipid uptake | hit rate 0.096% among 320,000 | CHO ldlA[mSR-BI] cells, DiI-HDL uptake fluorescence, 3 h; 100 = double the neutral-control signal | AID 504775 | activation, % at 12.5 µM;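 active = mean replicate activation of at least 60% and every replicate at or above 60%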;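 note: 0% = median plate neutral-control signal and 100% = twice that signal; values of inactives mirror those of a sister screen read the other way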
#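 Material: SR-BI-overexpressing, LDLR-lacking CHO cells | Dosing: Single compound concentration, delivered by pin transfer | Probe or stimulus: Labelled HDL, 10 µg/mL | Signal: Bottom-read cell fluorescence after medium removal, ex 550/em 595 nm | Schedule: 3 h, 37 °C | Evaluation: HDL uptake via cellular fluorescence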
# Numbers without * were called inactive; · = not tested or not shown; & = joins results of further samples.
SMILES,Keap1-Nrf2 PPI,PKA-R2B act,SR-BI DiI inh,LANA DNA inh,Cardiac RTF inh,PvdQ inh,Arr AP2 block,NSD2 HMT inh,DAGLB inh,SR-BI DiI-HDL act
COC(=O)c1nn(-c2ccccc2)c2nnc(Cc3ccc(C)cc3)c(=O)n12,0,4,-2,-0.3,-31,-7,26,-4,-4,2
COc1ccc(CNC(=O)C2CCCN(S(=O)(=O)c3cccc4nsnc34)C2)cc1 (centres undefined),-3,-10,17,-2.5,-4,-19,-7,3,0,-17
COC(=O)c1ccc(CNC(=O)N2CCN(S(=O)(=O)c3ccc(C)cc3)CC2)cc1,1,-16,-22,-1.8,-25,-12,3,-8,-1,22
Cc1ccc(OCCC(=O)Nc2ccccc2C(=O)N2CCCCC2)cc1,-3,-13,0,-1.5,-17,-9,-10,-2,0,0
COc1ccccc1C(=O)NCC(=O)N/N=C/c1cn[nH]c1-c1ccccc1,-3,-9,-36,0.0,11,-17,-4,-2,2,36
CCc1noc(C)c1C(=O)OCC(=O)Nc1ccccc1SC,-2,1,10,-0.6,-12,-17,5,-3,0,-10
Cc1nc(NC(=O)c2ccccc2)sc1C,-1,-20,10,-1.8,-10,11,31,0,-1,-10
COc1cc2c(cc1OC)C(C(=O)NCc1ccco1)C1c3ccccc3CCN1C2=O (centres undefined),-8,4,18,-1.5,0,-1,15,-2,-1,-18
CC1(C)CC(=O)C2=C(C1)Oc1ncn(Cc3ccco3)c(=N)c1C2c1ccccc1 (centres undefined),-1,-11,13,0.3,2,11,4,8,1,-13
CCOC(=O)C1=C(Nc2ccccc2)CC(C)(O)C(C(=O)OCC)C1c1ccc(Cl)cc1 (centres undefined),-3&2,-13&-11,9&8,-1.7&-0.6,4&-3,-25&-12,-2&5,-1&-2,-4&-5,-9&-8
O=C(NCCCn1ccnc1)c1ccc(F)cc1,4,3,-18,-1.2,-9,-6,-3,-5,-2,18
Cn1ncc2c(NNC(=O)c3ccc(Cl)c(Cl)c3)ncnc21,3,4,-9,2.9,-2,-4,6,-6,3,9

# Eight compounds out of the list, arranged by count of non-hydrogen atoms, lowest first:
SMILES,Keap1-Nrf2 PPI,PKA-R2B act,SR-BI DiI inh,LANA DNA inh,Cardiac RTF inh,PvdQ inh,Arr AP2 block,NSD2 HMT inh,DAGLB inh,SR-BI DiI-HDL act
Cc1nc(NC(=O)c2ccccc2)sc1C,-1,-20,10,-1.8,-10,11,31,0,-1,-10
O=C(NCCCn1ccnc1)c1ccc(F)cc1,4,3,-18,-1.2,-9,-6,-3,-5,-2,18
Cn1ncc2c(NNC(=O)c3ccc(Cl)c(Cl)c3)ncnc21,3,4,-9,2.9,-2,-4,6,-6,3,9
CCc1noc(C)c1C(=O)OCC(=O)Nc1ccccc1SC,-2,1,10,-0.6,-12,-17,5,-3,0,-10
Cc1ccc(OCCC(=O)Nc2ccccc2C(=O)N2CCCCC2)cc1,-3,-13,0,-1.5,-17,-9,-10,-2,0,0
COC(=O)c1nn(-c2ccccc2)c2nnc(Cc3ccc(C)cc3)c(=O)n12,0,4,-2,-0.3,-31,-7,26,-4,-4,2
CC1(C)CC(=O)C2=C(C1)Oc1ncn(Cc3ccco3)c(=N)c1C2c1ccccc1 (centres undefined),-1,-11,13,0.3,2,11,4,8,1,-13
COc1cc2c(cc1OC)C(C(=O)NCc1ccco1)C1c3ccccc3CCN1C2=O (centres undefined),-8,4,18,-1.5,0,-1,15,-2,-1,-18

# More entries follow:
SMILES,Keap1-Nrf2 PPI,PKA-R2B act,SR-BI DiI inh,LANA DNA inh,Cardiac RTF inh,PvdQ inh,Arr AP2 block,NSD2 HMT inh,DAGLB inh,SR-BI DiI-HDL act
COc1cc(OC)c(NS(=O)(=O)c2cc(Br)cnc2N)cc1Cl,0,3,12,1.6,-6,-12,-1,3,-1,-12
CCOc1ccc(S(=O)(=O)NCCC(=O)NCC(c2ccco2)N2CCCCC2)cc1 (centres undefined),-6,-1,-9,-1.4,1,3,10,0,-1,9
O=C(Nc1ccc(Cl)cc1F)c1cccc2ccccc12,-3,-2,-13,-2.7,0,-16,22,-3,-8,13
Cc1ccc(NC(=O)CS(=O)CC(=O)Nc2ccccc2-c2ccc(C)o2)cc1 (centres undefined),2,-7,5,0.3,-2,3,46,10,-3,-5
O=C(NC1=NCCS1)c1ccc2c(c1)C(=O)N(Cc1ccco1)C2=O,3,0,-9,2.9,-3,3,7,2,-1,9
Cn1nccc1C(=O)Nc1cccc(C(F)(F)F)c1,-6,0,-5,2.4,-5,-18,-4,-2,-1,5
COc1ccccc1C1/C(=C(/O)c2ccccc2)C(=O)C(=O)N1CC(C)C (centres undefined),-2,-8,-4,-0.4,3,4,5,-1,1,4
CCOc1ccc(S(=O)(=O)N2CCCC(C(=O)NCc3ccncc3)C2)cc1 (centres undefined),1,5,-23,1.3,-8,-14,5,-1,1,23
COC(=O)c1ccc(C23CC4(C2)[C@H](CN(Cc2ccc(-c5ccccc5)cc2)[C@@H]4c2ccccc2)C3c2ccccc2)cc1 (some centres undefined),1,-9,-12,1.9,-11,1,24,·,-6,12
Cc1ccc(S(=O)(=O)N/N=C\C=C\c2ccccc2)cc1,-3,-8,-2,2.6,-2,9,-4,·,-1,2
Cc1ccc(C)c(OCC(=O)Nc2ccc3c(c2)OCO3)c1,-6,-8,·,0.0,-8,-12,-5,31,-11,·
O=C1C2C3C=CC(C3)C2C(=O)N1c1ccccc1 (centres undefined),-2,-5,-7,1.6,5,-7,7,2,0,7
CC(=O)Nc1ccc(S(=O)(=O)Oc2ccccc2N2CCCCC2)cc1,-11,-23,15,-2.3,-5,-9,3,-1,0,-15
Cc1ccc(C(=O)NCC(=O)OCN2C(=O)c3ccccc3C2=O)cc1C,-2,7,6,0.0,10,-1,24,-3,-3,-6
CN(C(=O)c1cccc(S(=O)(=O)N2CCOCC2)c1)c1c(N)n(Cc2ccccc2)c(=O)[nH]c1=O,-4,-2,-20,1.3,-7,7,17,14,-2,20
N#C/C(=C\c1ccccc1OCC(=O)O)c1nc2ccccc2[nH]1,-3,-2,1,1.9,-5,-11,6,0,-1,-1
COc1ccc(N2CCN(S(=O)(=O)CCNC(=O)COc3ccccc3C)CC2)cc1,-2,-1,-5,1.4,-12,-11,-8,0,1,5
CC1CCN(C(C(=O)NC2CCCCC2)c2cc3c(cc2[N+](=O)[O-])OCO3)CC1 (centres undefined),-1,-13,-47,-0.8,-17,-11,-5,3,0,47
CCNC(=S)NNC(=O)c1csc(C)c1,-2,2,-16,-1.2,-3,-14,1,-3,0,16
CCN(CC)S(=O)(=O)c1cc([N+](=O)[O-])ccc1N=Nc1c(O)[nH]c2ccccc12,-1,-1,67,8.6,-3,-5,5,-2,2,-67
Cc1ccc(Oc2ccc(Oc3ccc(C)cc3)nn2)cc1,2,5,·,-1.1,-6,-14,-2,-1,-18,·
O=C(Nc1cccc2ccccc12)NC1CCCc2ccccc21 (centres undefined),3,-4,33,1.3,-4,-8,-8,8,1,-33
COc1ccc(CSc2nc(N3CCOCC3)c3c(c2C#N)CC(C)(C)OC3)cc1,6,1,18,1.9,-5,-2,-7,-2,-3,-18
CC(C)(C)c1ccc(OCC(O)CN2CCOCC2)cc1 (centres undefined),0,6,·,1.0,7,-3,39,-4,-1,·

# Sorted by the number under LANA DNA inh (ascending): 3 from the list above.
structure	LANA DNA inh
CCc1noc(C)c1C(=O)OCC(=O)Nc1ccccc1SC	-0.6
CCOc1ccc(S(=O)(=O)N2CCCC(C(=O)NCc3ccncc3)C2)cc1 (centres undefined)	1.3
O=C(NC1=NCCS1)c1ccc2c(c1)C(=O)N(Cc1ccco1)C2=O	2.9

# The list goes on:
SMILES,Keap1-Nrf2 PPI,PKA-R2B act,SR-BI DiI inh,LANA DNA inh,Cardiac RTF inh,PvdQ inh,Arr AP2 block,NSD2 HMT inh,DAGLB inh,SR-BI DiI-HDL act
COc1ccccc1NC(=O)Nc1cc(NC(=O)Nc2ccccc2OC)c(C)nc1C,0,15,17,0.1,-8,5,-2,-2,2,-17
COCCNC(=O)CSc1nnc(NC(=O)C2CC(=O)N(c3ccccc3OC)C2)s1 (centres undefined),0,0,-16,-1.7,11,-5,-10,3,3,16
O=C(/C=C/c1ccccc1)NC(=S)Nc1ccc2c3c(cccc13)CC2,0,-1,-20,0.4,10,-15,6,1,1,20
CSc1nnc(-c2ccccc2Cl)n1N,1,-1,3,-0.5,-3,-10,0,0,-1,-3
CC1(C)C(c2ccc(Cl)cc2)=[N+]([O-])C2(CCCC/C2=N\O)N1O (centres undefined),-5,0,-12,-0.8,-6,-15,-4,-1,-1,12
Cc1nc2ccccc2c(=O)n1/N=C/c1cccnc1,4,1,-22,0.3,7,2,-7,-1,-7,22
Cc1cc(C(=O)C[N+]2(C)CCOCC2)c(C)n1-c1ccc(Br)cc1,-1,4,-6,-1.3,-1,-10,1,3,1,6
COc1ccccc1-c1cc(C(=O)NC(C)C)no1,-1,-6,60,0.1,15,5,26,-2,-5,-60
CN(C)S(=O)(=O)c1ccc(C(=O)Nc2cccnc2)cc1,-3,-5,-24,0.1,-10,1,5,-1,-2,24
CCOc1ccc(NC(=O)CCCc2cc(-c3ccc(OCC)cc3)on2)cc1,-2,-15,10,1.4,-5,-5,1,·,3,-10
O=C(COC(=O)CCC1CCCC1)NCc1ccc(Cl)cc1,-5,-10,-12,1.1,2,0,-13,-2,-3,12
O=S1(=O)C=C(SCc2cccc(Cl)c2)Nc2ccccc21,-5,9,-29,-1.4,-1,-17,-5,-6,1,29
OCC[C@H]1C[C@H](O)[C@@H](O)[C@@]2(CCc3ccccc3CO2)O1,-2,-5,-25,1.8,4,-11,-12,·,1,25
COc1ccc(/C=C2\SC(=O)N(CC(=O)N(C)C3CCS(=O)(=O)C3)C2=O)cc1 (centres undefined),-7,6,-7,0.9,-3,16,-11,7,1,7
N#Cc1cccc(NC(=O)CCC2CCCC2)c1,0,-17,13,-0.4,-4,-14,7,-11,-1,-13
O=C(/C=C\Nc1ccc(Cl)cn1)c1ccc(Br)cc1,6,-2,4,1.9,-10,-2,8,-4,1,-4
O=C1C2C3c4ccccc4C(c4ccccc43)C2C(=O)N1CN1CCOCC1 (centres undefined),1,9,-18,0.1,2,3,-1,-3,2,18
CCOC(=O)N1CCN(Cc2c(F)cccc2F)CC1,-6,2,-27,1.2,5,-8,-10,3,2,27
